NF-kB neuron act – activators of NF-kB expression in neurons, primary screen, cell-based, HTS. human neuronal cells, NF-kB reporter expression; stronger effect = higher value. fold change at 12.5 µM. actives 1.6% (n = 190,000). AID 1239, 2008; in the data active = fold change above about 3.3
PMI act – activators of human PMI, primary screen, biochemical, fluorescence intensity, near-Km mannose 6-phosphate; purified human PMI, coupled resazurin fluorescence, 20 min; stronger effect = higher value; 1 = vehicle control, 0 substrate-free wells; activation factor at 20 µM; actives 0.005% (n = 190,000);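 active = activation factor of 2 or more at 20 µM, relative to plate controls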
Target sequence (P34949 whole entry, looked up): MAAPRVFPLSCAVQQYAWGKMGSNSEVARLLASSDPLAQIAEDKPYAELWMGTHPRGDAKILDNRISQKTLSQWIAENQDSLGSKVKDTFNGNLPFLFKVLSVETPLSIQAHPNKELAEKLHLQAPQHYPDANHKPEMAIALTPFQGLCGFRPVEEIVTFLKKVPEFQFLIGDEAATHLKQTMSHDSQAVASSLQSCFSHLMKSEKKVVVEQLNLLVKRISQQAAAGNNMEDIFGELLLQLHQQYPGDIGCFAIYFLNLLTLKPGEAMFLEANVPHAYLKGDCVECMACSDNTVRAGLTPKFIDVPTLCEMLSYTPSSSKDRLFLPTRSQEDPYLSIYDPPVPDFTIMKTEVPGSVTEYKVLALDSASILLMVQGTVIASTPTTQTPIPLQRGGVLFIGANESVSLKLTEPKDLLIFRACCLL
TNAP inh noacc – human TNAP enzyme inhibitors, primary screen, biochemical, luminescent, no phosphate acceptor, uHTS; Alkaline phosphatase, tissue-nonspecific isozyme (Homo sapiens), P05186; purified TNAP, CDP-star luminescence, 30 min; inhibition, % at 20 µM; actives 0.26% (n = 200,000); AID 1012, 2008;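 active = tissue-nonspecific alkaline phosphatase inhibition above about 50% at 20 µM in the single-dose screen, limit read from the data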;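 also: 0% = DMSO negative control and 100% = EDTA positive control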
Target sequence (P05186 whole entry, looked up): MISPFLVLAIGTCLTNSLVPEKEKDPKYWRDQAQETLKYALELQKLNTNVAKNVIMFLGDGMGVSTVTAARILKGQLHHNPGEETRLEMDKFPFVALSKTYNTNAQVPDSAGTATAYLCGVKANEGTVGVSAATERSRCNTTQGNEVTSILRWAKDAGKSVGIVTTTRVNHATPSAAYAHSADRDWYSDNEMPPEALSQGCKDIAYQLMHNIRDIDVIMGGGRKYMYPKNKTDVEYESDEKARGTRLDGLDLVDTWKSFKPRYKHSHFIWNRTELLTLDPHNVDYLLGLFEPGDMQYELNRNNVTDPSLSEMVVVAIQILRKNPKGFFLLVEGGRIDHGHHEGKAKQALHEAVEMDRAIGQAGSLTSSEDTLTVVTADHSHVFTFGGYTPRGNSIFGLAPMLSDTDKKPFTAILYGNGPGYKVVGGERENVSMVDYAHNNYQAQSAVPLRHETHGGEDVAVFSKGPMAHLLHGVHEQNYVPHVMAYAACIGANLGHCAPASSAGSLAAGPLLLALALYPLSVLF
bIAP act – bovine intestinal alkaline phosphatase activators, primary screen, biochemical, bovine IAP, CDP-star luminescence. alkaline phosphatase, intestinal [Bos taurus]. purified bovine IAP, 30 min; stronger effect = higher value; fold of DMSO-control signal, blank-subtracted. activation factor at 20 µM. actives 0.17% (n = 200,000). AID 1016, 2008;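 active = activation factor of 2 or more at 20 µM, a signal rise over negative controls twice the positive control's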
PMI act satM6P – human PMI activators, high substrate, primary screen, biochemical, fluorescence intensity, near-saturating mannose 6-phosphate; coupled PMI enzyme assay, resazurin fluorescence, 20 min; stronger effect = higher value; 1 = untreated enzyme, 0 = substrate-free blank; activation factor at 20 µM; actives 0.34% (n = 190,000); AID 1216, 2008;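 active = activation factor of 2 or more at 20 µM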
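assay system = human phosphomannose isomerase with PGI, G6PDH, diaphorase coupling enzymes | quantity = 15 ng/mL PMI | incubation = enzyme reaction with compound 20 min at room temperature | medium = HEPES pH 7.4 buffer with MgCl2 and Tween-20 | compound dosing = one concentration, 20 µM, in 1% DMSO | measured by = Diaphorase-driven resazurin-to-resorufin fluorescence, excitation 544, emission 590 nm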
TNAP act hi DEA – TNAP activators at high phosphate acceptor level, primary screen, biochemical, luminescence, uHTS. purified TNAP, CDP-star luminescence, 1 M DEA, 30 min; stronger effect = higher value; 0 = EDTA background, 1 = DMSO-only activity. AID 1136, 2008. activation factor at 20 µM. 200,000 tested, under 10 active. Alkaline phosphatase, tissue-nonspecific isozyme (Homo sapiens), P05186;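 active = activation factor at least 2 at 20 µM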
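Dosing: 20 µM single point. System: human TNAP. Amount: TNAP 1/800 final. Incubation: 30 min, room temperature. Read-out: TNAP activation factor scaled between EDTA and DMSO control wells. Signal: luminescence from CDP-star hydrolysis. Medium: 1 M DEA, pH 9.8, Mg2+, Zn2+. Control set: EDTA negative control, DMSO positive control.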
TNAP inh hi DEA – human TNAP enzyme inhibitors, primary screen, biochemical, luminescent, high phosphate acceptor level, uHTS; Alkaline phosphatase, tissue-nonspecific isozyme (Homo sapiens), P05186; purified TNAP, CDP-star luminescence, 1 M DEA; inhibition, % at 20 µM; actives 0.03% (n = 200,000); AID 1135, 2008;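 active = over 50% inhibition of tissue-nonspecific alkaline phosphatase at 20 µM in the single-dose screen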;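 also: plate controls were DMSO wells for no effect and EDTA-quenched wells as full inhibition for full effect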
FLuc stim CS – FLuc activators, initial screening, artefact control for FLuc-dependent activation tests, biochemical, ATPlite luminescence; ATPlite luciferase biochemical, 10 min; 0 = ATP-free wells, 1 = DMSO control; activation factor at 10 µM; AID 1027, 2008; 200,000 tested, under 10 active;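 active = luciferase activation factor, scaled between plate controls, of at least 2 with compound at 10 µM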
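System: luciferase plus luciferin reagent, cell-free; medium: PBS as buffer for the ATP substrate; dosing: test compounds dosed from 2 mM stocks in 100% DMSO; timing: 10 min post-reagent at room temperature; measured by: luminescence measurement of luciferase light output; evaluation: luciferase activation, seen as luminescence increase over controls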
APP 5'UTR act – activators of APP 5'UTR luciferase reporter, primary screen, SH-SY5Y cells; SH-SY5Y APP 5'UTR luciferase reporter, luminescence; zero percent = DMSO vehicle wells; activation, % at 2 µM; actives 1% (n = 190,000); AID 1276, 2008;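 active = activation above a set limit, based on mean plus 3 SD of controls, cut at about 140% in these data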; also: values of inactives mirror those of a sister screen read the other way
FLuc inh counter – firefly luciferase enzyme inhibitors, primary screen, artefact control for luciferase-based inhibitor screens, biochemical, luminescence, ATPLite; inhibition, % at 10 µM; 10 min; actives 1.5% (n = 200,000); Luciferin 4-monooxygenase (Photinus pyralis), P08659;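 active = inhibition above about 50% when tested at 10 µM, limit read from the data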
The depositor's hits bear a star; / = no result given.

structure,NF-kB neuron act,PMI act,TNAP inh noacc,bIAP act,PMI act satM6P,TNAP act hi DEA,TNAP inh hi DEA,FLuc stim CS,APP 5'UTR act,FLuc inh counter
COc1ccc(C)cc1NC(=O)c1ccc([N+](=O)[O-])cc1[N+](=O)[O-],1.01,1,-14.5,0.9,0.9,1.1,-8.0,1.1,-18.3,-5.0
CO/N=C/NC(=O)c1c(OC)ccnc1Oc1ccc(F)cc1,1.18,1,-4.2,0.9,1,1,1.0,1,23.9,1.0
Cc1c(Br)c([N+](=O)[O-])nn1CC(=O)Nc1nccs1,1.3,1,-9.4,1,1,1.1,-7.7,1.1,0.0,-8.1
Cc1ccc2c(c1)OC(=O)CC2c1ccccc1 (stereo not drawn),0.98,0.9,-3.8,1,0.9,1,-0.9,1,-4.4,-4.6
COc1cccc(CNCCSc2nnnn2C)c1,0.87,1.2,0.0,1,1.1,1.1,-8.5,1,4.3,-4.1
COc1ccc(/C=C(\NC(=O)c2ccccc2Cl)C(=O)NCCCC(=O)O)cc1,1.08,1.1,-5.2,1,1.1,1,-1.5,1,0.8,-4.4
CCN(CC)S(=O)(=O)c1cccc(NC(=O)C2SC(=Nc3ccc(C)cc3C)C(C(=O)NC(C)COC)=C2N)c1 (stereo not drawn),0.92,1,-10.9,1.1,1.1,1.1,-7.5,1,-7.2,-4.5
COc1cccc(CN2CCNC(=O)C2CC(=O)NCCOc2cccnc2)c1 (stereo not drawn),1.08,1,-2.9,1.1,0.7,1.1,-5.1,1,23.1,-1.2
O=C(NCc1ccccn1)c1ccco1,0.95,1.2,-6.0,1,1.2,1,-0.5,1,12.2,-1.6
CCOc1ccc(NC(=O)c2cc3cc4ccc(C)cc4nc3o2)cc1,1.89,1,-7.5,0.9,1,1.1,-5.0,1,2.4,-4.7
Cc1ccc(S(=O)(=O)N(CC(=O)N2CCC(C)CC2)c2cccc(C)c2)cc1,0.87,1.1,-14.0,1.1,1.2,1.1,-8.5,1,-13.0,-4.8
O=C(c1ccco1)N1CCN(c2ncnc3c(-c4ccccc4)nsc23)CC1,1.84,0.9,-16.1,0.9,1,1.1,-8.5,1,58.2,-2.7
COc1ccc(C2NC3=C(CCC3)C3(C#N)C4(N=C(N)C23C#N)OCCO4)cc1 (stereo not drawn),0.46,0.9,-12.1,0.9,0.9,1,-4.9,1,9.4,-4.2
COCC(C)N=C1NN=C(c2cc(C)n(Cc3ccccc3Cl)c2C)CS1 (stereo not drawn),1.16,1.1,-21.3,1.1,1.1,1.1,-5.7,0.5,100.6,54.1*
COC(=O)c1sc2nc(SCc3ccccc3C)n(N)c(=O)c2c1C,1.11,1,-3.5,0.9,0.9,1,-2.2,1.1,12.6,-5.5
Cc1sc2nc(CN3CCOCC3)nc(Cl)c2c1C,1.74,1.1,-8.2,1.5,1,1,-1.2,1,-3.9,-1.5
O=c1[nH][nH]c(-c2ccccc2O)c1C(C[N+](=O)[O-])c1ccccc1 (stereo not drawn),0.82,0.8,25.8,1.1,0.9,0.8,22.2,1,-5.0,-3.1
Cc1cnc(C(=O)OCC(=O)N2c3ccccc3NC(=O)C2(C)C)cn1,1.09,1.1,-3.7,0.9,1,1.1,-7.8,1.1,-2.5,-10.6
O=C(O)C1C2CCC(C2)C1C(=O)NCc1ccco1 (stereo not drawn),1.1,0.9,-7.1,1.2,0.9,1.1,-5.1,1,-5.5,-1.3
COc1cc(C(=O)N2CCC(NC(=O)C(Cc3ccc(C)cc3)NC(C)=O)CC2)cc(OC)c1OC (stereo not drawn),0.89,0.9,7.0,1.2,1,1,-0.4,1,-6.3,-4.1
O=C1CCc2cc(S(=O)(=O)N3CCC(C(=O)NCc4ccccc4Cl)CC3)ccc2N1,0.99,0.9,-1.7,0.9,0.9,1,-0.4,1,18.4,-0.6
Cc1ccc(CN2CCN(/N=C/c3cccnc3)CC2)c(C)c1,0.92,1.1,-3.2,1,1.1,1,-0.2,1,-7.7,-2.5
CCc1ccc(CNn2cnnc2SCC(=O)NC(C)(C)C)cc1,1.48,1,-5.3,0.9,1,1,-0.5,1.1,25.3,-8.9
CS(=O)(=O)N(CC(=O)NCc1ccncc1)C1CCCCC1,1.17,1,-6.4,1.2,1.1,1,-4.2,1,-16.6,0.8
C=CCSC1=C(C#N)C(c2ccccc2)CC(=O)N1 (stereo not drawn),1.03,0.9,-9.8,0.8,1,1,-0.8,1,-11.5,-1.1
COc1ccc(-c2[nH]ncc2CN(C)C(C)c2ccon2)cc1F (stereo not drawn),1,0.9,7.1,1,1,1.1,-5.7,1.1,20.1,-5.6
Cc1ccc(OCC(=O)Nc2ccc(S(=O)(=O)Nc3ccccn3)cc2)cc1C,1,1.1,-5.9,1.1,1.1,1,0.1,1,-1.5,-2.1
COc1ccc(NC(=S)N2CCCC2)c(OC)c1,1.04,1,-11.0,1.1,0.9,1.1,-5.3,1,3.4,-4.8
Cc1cc(NC(=O)CSc2ncnc3sc(C)c(C)c23)no1,1.21,1,-13.4,1,1,1,-0.8,1,14.2,-3.1
O=C(NCCc1ccccc1)c1ccc(Br)o1,1.96,1,-7.1,0.9,0.9,1,0.3,0.9,58.2,7.0
CC(=O)Nc1ccc(C(=O)CSc2nccc(=O)[nH]2)cc1,0.84,1.3,-13.8,1.1,1.1,1,-2.4,1,19.1,-4.1
COc1ccc(CCNC(=O)c2cc(C(=O)c3cc(Cl)ccc3O)cn(CCc3ccc(OC)cc3)c2=O)cc1,0.38,0.9,-12.0,0.9,0.9,1,4.5,1.1,18.0,-6.5

Shown field by field: entries from further up
> COc1ccc(CCNC(=O)c2cc(C(=O)c3cc(Cl)ccc3O)cn(CCc3ccc(OC)cc3)c2=O)cc1
  NF-kB neuron act: 0.38
  PMI act: 0.9
  TNAP inh noacc: -12.0
  bIAP act: 0.9
  PMI act satM6P: 0.9
  TNAP act hi DEA: 1
  TNAP inh hi DEA: 4.5
  FLuc stim CS: 1.1
  APP 5'UTR act: 18.0
  FLuc inh counter: -6.5
> CC(=O)Nc1ccc(C(=O)CSc2nccc(=O)[nH]2)cc1
  NF-kB neuron act: 0.84
  PMI act: 1.3
  TNAP inh noacc: -13.8
  bIAP act: 1.1
  PMI act satM6P: 1.1
  TNAP act hi DEA: 1
  TNAP inh hi DEA: -2.4
  FLuc stim CS: 1
  APP 5'UTR act: 19.1
  FLuc inh counter: -4.1

Next compounds follow.
structure,NF-kB neuron act,PMI act,TNAP inh noacc,bIAP act,PMI act satM6P,TNAP act hi DEA,TNAP inh hi DEA,FLuc stim CS,APP 5'UTR act,FLuc inh counter
CCOC(=O)C(C(=O)Nc1ccccn1)C1CCCCC1 (stereo not drawn),1,1.1,-7.6,0.9,1.4,1.1,-5.3,1,7.6,-4.6
O=C(Nc1nnc(-c2ccccn2)o1)c1ccc(Br)cc1,1.09,1.2,-26.2,1,1.1,1,1.9,0.9,0.3,11.6
CCC(C)Sc1nc2c([nH]c3ccccc32)c(=O)n1C (stereo not drawn),1.21,0.9,-3.9,0.8,0.9,1,-0.7,1.1,3.9,-7.0
Cc1noc(NS(=O)(=O)c2ccc(N/C=C\C(=O)c3cccc4ccccc34)cc2)c1C,/,1.2,6.5,0.9,1,0.9,5.0,0.9,2.8,5.3
COc1ccccc1NC(=S)N(CCN1CCCCCC1)Cc1cccs1,1.18,1.1,-12.9,0.7,1.1,1.1,-6.9,1.1,16.3,-6.8
CCn1ncc(/C=C/C(=O)NCc2cn(C)nc2C)c1C,1.12,0.9,-4.7,1,1,1,-2.2,1,9.0,-3.7
NC(=O)Cn1nnc(-c2ccc(C(F)(F)F)cc2)n1,1.21,0.9,2.0,1,1,1,2.5,1.1,7.4,-5.8
CCCCOC1(c2ccccc2)NC(=S)NN=C1c1ccccc1 (stereo not drawn),1.03,1,14.5,0.7,0.9,1,1.9,1.1,1.9,-5.1
CC(C)n1c(-c2ccco2)csc1=Nc1cccnc1,0.72,1,-14.4,0.8,1,1.1,-5.3,1,-0.9,-0.4
CCC(=O)Nc1nc(C)c(-c2csc(Nc3ccccn3)n2)s1,1.32,0.9,-10.0,1,0.8,1,0.5,1,48.8,-3.8
Cc1ccccc1N1CC(O)(c2ccccc2)[N+]2=C1SCC2 (stereo not drawn),1.07,1.1,-8.3,0.9,1.2,1,1.1,1,-15.1,-0.6
O=C(OCC1CC(c2ccccc2)=NO1)c1ccc(Br)cc1 (stereo not drawn),1.28,0.8,-7.0,1,0.8,1,4.2,1,4.6,0.0
O=C(N/N=C/c1ccco1)C1COc2ccccc2O1 (stereo not drawn),1.07,0.9,0.3,1,1,0.9,5.0,1,-6.7,-2.8
C=CCOc1c(CNc2ccc(S(N)(=O)=O)cc2)cccc1OC,0.96,1.1,-3.0,1,1.2,1,2.6,1,22.6,-0.5
